# High-throughput results: PubChem, several laboratories
# Wnt act: Wnt/beta-catenin pathway activation; Wnt/beta-catenin reporter cell assay, activator, plate reader; activation, % at 9.35 µM; 300,000 tested, 1.2% active; in the data active means activation above about 30%, passing the limit was not always enough;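 further: 0% = neutral control wells and 100% = positive control wells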
# C-LANA FP: blocks KSHV LANA C-terminal domain binding to DNA. MBP-C-LANA/FAM-LBS DNA binding, fluorescence polarization. inhibition, % at 9 µM. 340,000 tested, 0.078% active;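 active means highest replicate inhibition at or above 60% at 9 µM, even if other replicates fall short; inactive means all replicates below 60% inhibition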;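 further: 0% = neutral control wells and 100% = 4 µM acridine orange control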
# OPRM1-OPRD1 ag: agonists of human mu-delta opioid receptor heterodimerization; P35372+P41143; activation, % at 9.3 µM; cells, OPRM1-OPRD1 heterodimerization, luminescence; 340,000 tested, 0.3% active; in the data active means activation above about 18%;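 further: 0% = vehicle-treated cells and 100% = reference agonist; values of inactives mirror those of a sister screen read the other way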
# V-ATPase pH: alters yeast V-ATPase proton transport; 350,000 tested, 0.37% active; S. cerevisiae, pHLuorin cytosolic pH fluorescence; response, % at 10 µM; in the data active means response mostly above about 7.3%, no sharp cut-off; inactive means mostly below about 5.4%; further: actives read high; inactives centre near 0; some compounds called inactive have numbers as strong as hits; reference of the scale not given here
# Keap1-Nrf2 PPI: disrupts human Keap1 binding to Nrf2 peptide | Keap1 Kelch-Nrf2 peptide fluorescence polarization, 1536-well | inhibition, % at 9.4 µM | 340,000 tested, 0.15% active | AID 504523; in the data active means inhibition above about 12%;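 further: human Keap1 Kelch domain with fluorescein labeled Nrf2 9mer peptide probe; 0% = neutral control wells and 100% = peptide positive control; higher means more block of Keap1 binding to Nrf2 peptide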
# Cardiac RTF inh: cardiac RTF calcium desensitization; P19429+P45379; IANBD-labeled cardiac RTF, Ca2+ fluorescence; inhibition, % at 7.15 µM; AID 493244; 340,000 tested, 0.12% active;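 active means inhibition above the mean inhibition of all tested compounds plus 3 SD, cut at about 17% in these data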;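 further: assay run at fixed EC70 calcium of 1.6 mM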
# Pemphigus Ab inh: human desmoglein-3 autoantibody binding inhibition; P32926; DSG3-coupled beads, scFv-anti-DSG3-GFP binding, flow cytometry; hits give low values; binding (percent of control), % at 10 µM; 310,000 tested, 0.48% active; AID 588358;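 active means binding more than 3 SD below its plate's average and above zero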;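 further: hits lower antibody fragment binding to DSG3; some compounds called inactive have numbers as strong as hits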
# Target sequence (P32926 whole entry, looked up, the tested form may be a part): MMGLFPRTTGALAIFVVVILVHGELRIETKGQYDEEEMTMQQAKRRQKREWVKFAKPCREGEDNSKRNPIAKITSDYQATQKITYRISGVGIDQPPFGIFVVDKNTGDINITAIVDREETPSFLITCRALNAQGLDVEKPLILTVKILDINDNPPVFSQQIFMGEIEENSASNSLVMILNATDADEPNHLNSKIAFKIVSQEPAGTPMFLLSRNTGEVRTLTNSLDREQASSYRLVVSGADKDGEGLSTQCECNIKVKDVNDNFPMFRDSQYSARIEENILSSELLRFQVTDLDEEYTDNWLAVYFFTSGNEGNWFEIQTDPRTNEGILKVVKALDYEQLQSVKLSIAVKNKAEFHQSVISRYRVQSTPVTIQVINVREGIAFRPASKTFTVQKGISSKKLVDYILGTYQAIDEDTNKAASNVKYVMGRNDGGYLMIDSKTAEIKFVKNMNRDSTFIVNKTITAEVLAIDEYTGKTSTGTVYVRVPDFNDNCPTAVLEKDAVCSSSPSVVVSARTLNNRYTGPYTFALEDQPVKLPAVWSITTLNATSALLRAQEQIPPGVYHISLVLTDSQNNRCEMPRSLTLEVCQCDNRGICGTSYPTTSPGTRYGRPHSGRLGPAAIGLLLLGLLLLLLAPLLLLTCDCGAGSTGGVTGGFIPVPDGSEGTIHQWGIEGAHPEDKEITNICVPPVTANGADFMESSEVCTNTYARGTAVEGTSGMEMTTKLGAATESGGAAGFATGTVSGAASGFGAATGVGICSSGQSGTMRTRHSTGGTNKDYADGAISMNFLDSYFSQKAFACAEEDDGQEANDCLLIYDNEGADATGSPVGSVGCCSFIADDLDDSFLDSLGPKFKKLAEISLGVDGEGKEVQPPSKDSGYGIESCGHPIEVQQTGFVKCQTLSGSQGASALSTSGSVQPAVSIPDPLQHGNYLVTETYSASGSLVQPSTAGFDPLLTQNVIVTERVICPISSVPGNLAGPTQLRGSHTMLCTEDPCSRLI
# OPRM1-OPRD1 inv: mu-delta opioid heterodimer inverse agonism. cell-based MOR-DOR heterodimer luminescence. inhibition, % at 9.3 µM. 340,000 tested, 0.21% active. AID 504357; in the data active means inhibition above about 22%, passing the limit was not always enough;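 further: 0% = cells with DMSO and 100% = wells without cells with DMSO; values of inactives mirror those of a sister screen read the other way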
# cardiac RTF act: increases calcium sensitivity of human cardiac regulated thin filaments. P19429+P45379. AID 493008. 340,000 tested, 0.24% active. IANBD-labeled TnC RTF fluorescence at EC20 calcium; 0% EC20 calcium, 100% full calcium. activation, % at 7.2 µM;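 active means activation above the mean over all tested compounds plus 3 SD, cut at about 30% in these data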;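 further: rise in fluorescence read as greater calcium sensitivity of cardiac thin filaments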
# Arrestin-AP2 inh: inhibitors of human beta-arrestin and AP2 interaction. 340,000 tested, 0.31% active. AID 504490. inhibition, % at 10 µM. FITC-arrestin peptide / GST-AP2 beads, flow cytometry; AP2 beta2 appendage carries R879A mutation;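 active means inhibition above a set limit, near 3 SD of compounds lacking own fluorescence, cut at about 54% in these data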;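 further: plate controls were DMSO wells for no effect and 5 µM unlabelled arrestin peptide for full effect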
#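 Test system: GST-tagged AP2 beta2-adaptin appendage (R879A) on 4 µm glutathione beads; also added: fluorescein-tagged arrestin peptide at 50 nM final; timing: 12 min plus 1 h, RT; signal: flow cytometry, FL1 (488/535 nm); read-out: percent drop in bead-associated FITC signal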
# * = called active by the depositor; nt = no result given.
1	CCN(C(=O)CSc1nc2cc(Cl)ccc2c(=O)n1CC(C)C)C1CCS(=O)(=O)C1 (centres undefined)
2	COc1ccc(-c2sc3cc(OC)c(OC)cc3c2-c2ccc(O)cc2)cc1
3	CCSc1nnc(-c2c[nH]c3ccccc23)o1
4	Cc1cc(NC(=O)c2cc(-c3ccc(OC(C)C)cc3)nc3ccccc23)no1
5	Cc1cccc(C)c1Nc1nnc(SCC(=O)NC(=O)c2cccn2C)s1
6	NS(=O)(=O)c1ccc(CCNC(=O)COC(=O)/C=C/c2ccc(OC(F)F)cc2)cc1
7	Cc1nn(C)c(C(=O)N/N=C/c2ccc(-c3ccccc3)cc2)c1Cl
8	Cc1ccc(NC(=O)C2CCCN2C(=O)OCc2ccccc2)cc1F (centres undefined)

assay / compound	1	2	3	4	5	6	7	8
Wnt act	-2	-2	nt	12	nt	-3	-2	-2
C-LANA FP	-0.6	0.8	-3.3	2.7	0.3	0.5	0.0	0.6
OPRM1-OPRD1 ag	-0.8	4.8	-0.9	1.9	0.8	0.2	1.3	-2.5
V-ATPase pH	0	0	-4	-1	5	-7	1	5
Keap1-Nrf2 PPI	-1	0	2	-3	2	-4	-7	-4
Cardiac RTF inh	4	-6	-8	3	9	-11	-5	4
Pemphigus Ab inh	99	90	96	104	122	109	105	114
OPRM1-OPRD1 inv	5	-23	5	-11	-5	-1	-7	13
cardiac RTF act	-3	-7	-4	8	-2	-2	-3	-5
Arrestin-AP2 inh	18	20	5	-8	3	-6	-18	6

9	N/C(=N/O)c1nc(N2CCCC2)nc(N2CCCC2)n1
10	N#Cc1ccc(NC(=O)COC(=O)C2Cc3ccccc3CN2C(=O)c2ccccc2)cc1 (centres undefined)
11	COc1cccc(-c2c(-c3cc(OC)cc(OC)c3)n(C)c3ccc(-c4ccc5[nH]ccc5c4)cc23)c1
12	CN(C)S(=O)(=O)c1cccc(COc2ccccc2C(=O)Nc2ccccc2)c1
13	C=CCn1c(COc2ccccc2)nnc1SCC(=O)Nc1ccc2c(c1)OCCO2
14	Cc1cc2nc(C)c3c(n2n1)CCC3
15	CC(C)(C)NC(=O)Cn1c(=O)n(CC(=O)NC(C)(C)C)c2ccccc21
16	CN(CC(=O)Nc1ccccc1Cl)C(=O)COC(=O)C1CC1

assay / compound	9	10	11	12	13	14	15	16
Wnt act	-6	-5	-7	3	-1	-1	-1	-3
C-LANA FP	0.9	1.2	-0.4	1.0	-4.0	1.3	-0.8	1.0
OPRM1-OPRD1 ag	2.4	-1.7	-1.3	-3.2	-3.1	-1.3	nt	-0.2
V-ATPase pH	-5	0	1	0	-2	3	1	-3
Keap1-Nrf2 PPI	-7	-4	0	-1	-4	-3	2	2
Cardiac RTF inh	-7	8	-3	-4	3	3	-2	-7
Pemphigus Ab inh	119	107	92	108	99	nt	98	101
OPRM1-OPRD1 inv	-16	9	7	17	13	6	nt	2
cardiac RTF act	9	-3	1	-8	-1	1	-5	-2
Arrestin-AP2 inh	5	-9	28	29	4	12	7	-8

17	COc1cc(/C=C/CN2CCN(Cc3ccc(C)o3)C(CCO)C2)ccc1O (centres undefined)
18	Cc1cc(NC(=O)CCC(=O)N(Cc2ccco2)C(C)(C)C(=O)NC2CCCCC2)no1
19	CCC(=O)Nc1sc2c(c1C(N)=O)CCN(C(C)=O)C2
20	N#CC1=C(N)Oc2n[nH]c(-c3cccs3)c2C1c1cccnc1 (centres undefined)
21	c1ccc(-n2cnnc2SCc2cn3cccnc3n2)cc1
22	CC(Oc1ccc(Br)cc1)C(=O)NC1CCN(Cc2ccccc2)CC1 (centres undefined)
23	CCOc1ccc(N2CC(C(=O)Nc3ccc(S(=O)(=O)N4CCCC4)cc3)CC2=O)cc1 (centres undefined)
24	O=C(Nc1ccccc1)c1ccccc1O

assay / compound	17	18	19	20	21	22	23	24
Wnt act	-1	nt	-3	-2	nt	-4	0	nt
C-LANA FP	0.0	0.9	0.2	1.1	0.3	-1.1	0.0	2.7
OPRM1-OPRD1 ag	1.9	-2.1	-1.3	-0.8	-1.4	0.7	-1.0	-4.2
V-ATPase pH	-6	-14	-3	7	1	-2	6	-3
Keap1-Nrf2 PPI	2	2	-1	2	0	1	1	-2
Cardiac RTF inh	-11	3	-2	-2	-1	7	-10	-5
Pemphigus Ab inh	102	103	98	101	119	100	100	100
OPRM1-OPRD1 inv	-9	11	8	5	8	-5	5	21
cardiac RTF act	5	3	0	-5	2	-1	0	-5
Arrestin-AP2 inh	27	13	-5	-6	-4	-7	5	33

25	COc1ccc(Oc2ccc(NC(=O)c3ccccc3C)cc2)cc1
26	NC(=O)CC(c1ccccc1)c1ccco1 (centres undefined)
27	COC(=O)c1sc(NC(=O)CSc2nncs2)c(C(=O)OC)c1C
28	COC(=O)c1cc(NC(=O)Nc2ccccc2)ccc1Cl
29	O=C(COC(=O)c1ccccc1NC(=O)c1ccco1)Nc1ccc2c(c1)OC(F)(F)O2
30	O=C1C2C(C(=O)N1c1ccncc1)C1C=CC2C12CC2 (centres undefined)
31	COc1ccc(C(C)NC(=S)NC2CCCC2)cc1OC (centres undefined)
32	O=C(CCC1CCCCC1)Nc1c2c(nn1-c1ccc(F)cc1)CS(=O)C2 (centres undefined)

assay / compound	25	26	27	28	29	30	31	32
Wnt act	-4	9	-1	6	-12	nt	nt	-4
C-LANA FP	0.9	0.7	1.5	0.8	-1.5	0.2	0.5	-1.7
OPRM1-OPRD1 ag	2.8	-1.9	-4.2	4.4	2.1	-2.5	-2.1	-1.8
V-ATPase pH	-1	0	1	2	-2	-1	-1	2
Keap1-Nrf2 PPI	1	-1	0	-4	-3	-7	-8	-1
Cardiac RTF inh	-8	-10	-3	-10	-8	4	9	-9
Pemphigus Ab inh	104	101	100	126	109	107	130	94
OPRM1-OPRD1 inv	-20	10	21	-24	-11	15	11	10
cardiac RTF act	3	-3	-2	1	5	4	0	-3
Arrestin-AP2 inh	-6	-3	0	-4	-2	-5	4	-4

# An excerpt from above in order of molecular weight, descending.
29	O=C(COC(=O)c1ccccc1NC(=O)c1ccco1)Nc1ccc2c(c1)OC(F)(F)O2
32	O=C(CCC1CCCCC1)Nc1c2c(nn1-c1ccc(F)cc1)CS(=O)C2 (centres undefined)
27	COC(=O)c1sc(NC(=O)CSc2nncs2)c(C(=O)OC)c1C
28	COC(=O)c1cc(NC(=O)Nc2ccccc2)ccc1Cl
30	O=C1C2C(C(=O)N1c1ccncc1)C1C=CC2C12CC2 (centres undefined)
24	O=C(Nc1ccccc1)c1ccccc1O

assay / compound	29	32	27	28	30	24
Wnt act	-12	-4	-1	6	nt	nt
C-LANA FP	-1.5	-1.7	1.5	0.8	0.2	2.7
OPRM1-OPRD1 ag	2.1	-1.8	-4.2	4.4	-2.5	-4.2
V-ATPase pH	-2	2	1	2	-1	-3
Keap1-Nrf2 PPI	-3	-1	0	-4	-7	-2
Cardiac RTF inh	-8	-9	-3	-10	4	-5
Pemphigus Ab inh	109	94	100	126	107	100
OPRM1-OPRD1 inv	-11	10	21	-24	15	21
cardiac RTF act	5	-3	-2	1	4	-5
Arrestin-AP2 inh	-2	-4	0	-4	-5	33

# The listing continues:
33	Cc1cc(NC(=O)CSc2nccn2-c2cccc(F)c2)no1
34	COc1cc(NC(=O)COc2cc(C)cc3oc(=O)c(C)c(C)c23)cc(OC)c1OC
35	N#Cc1cc(-c2ccccc2)cnc1Sc1ccccc1
36	OCCN(Cc1ccccc1)CC1CC=CCC1 (centres undefined)
37	O=C(CC(=O)NCc1cccnc1)NCc1cccnc1
38	CC(C)c1nnc(SCC(=O)NC(C)(C)C)n1C
39	COc1ccccc1NC(=O)C1CCCN(S(=O)(=O)c2cnc[nH]2)C1 (centres undefined)
40	CCSc1nccc(-c2nn(-c3ccc(C)cc3)ccc2=O)n1

assay / compound	33	34	35	36	37	38	39	40
Wnt act	9	1	nt	nt	-1	0	-4	-20
C-LANA FP	0.0	2.7	-0.2	-0.4	0.3	0.2	0.6	-0.4
OPRM1-OPRD1 ag	-2.1	-0.1	1.1	0.1	-3.1	-0.7	-2.6	0.1
V-ATPase pH	-8	-1	1	2	-3	-1	-1	-1
Keap1-Nrf2 PPI	-4	-4	-8	-2	-3	-4	-3	-2
Cardiac RTF inh	5	0	-2	-12	-6	4	-6	-5
Pemphigus Ab inh	nt	93	102	98	99	108	102	99
OPRM1-OPRD1 inv	10	1	-6	-1	13	3	13	0
cardiac RTF act	-2	-6	6	2	-4	0	-5	8
Arrestin-AP2 inh	4	12	7	7	7	7	-3	-5

41	CN(Cc1ccccc1)C(=O)C1CCN(S(=O)(=O)c2cccc3nonc23)CC1
42	COc1cc(/C=C/C(=O)c2ccc(O)cc2)ccc1OCC#N
43	CC(=O)Nc1cccc(/C(C)=N/NC(=O)c2ccc(Cl)cc2Cl)c1
44	O=C(NNc1nc2cc3c(cc2s1)OCO3)c1ccccc1
45	CC(=O)c1c(C)[nH]c(C(=O)OCc2ccc(Br)cc2)c1C
46	NC(=O)c1nsc(C(=O)N(CC(=O)NC2CCCCC2)c2ccc(Cl)cc2)c1N
47	O=C(O)C1CCCN(S(=O)(=O)c2ccc(Br)cc2)C1 (centres undefined)
48	O=C(NCc1ccccn1)Nc1cc(Cl)ccc1Cl

assay / compound	41	42	43	44	45	46	47	48
Wnt act	19	28	1	5	5	1	nt	1
C-LANA FP	-0.2	1.8	-1.8	0.5	1.9	-0.2	-0.6	0.0
OPRM1-OPRD1 ag	-1.6	-2.9	2.4	0.7	2.9	5.0	-0.6	0.1
V-ATPase pH	0	-1	0	2	1	0	-4	3
Keap1-Nrf2 PPI	3	-8	-8	1	-7	-1	-2	-4
Cardiac RTF inh	-6	-8	-16	-3	3	-4	-2	0
Pemphigus Ab inh	nt	101	99	95	99	116	101	nt
OPRM1-OPRD1 inv	10	16	-13	-4	-16	-40	3	0
cardiac RTF act	1	1	-2	3	1	-1	-6	4
Arrestin-AP2 inh	-2	1	-4	-7	30	22	-4	7

49	CCNC(=S)NNC(=O)c1ccccn1
50	Cc1ccc(-c2nnc(SCC#N)n2N)cc1
51	COCCN(C(=O)c1ccccc1F)c1nc(-c2ccc(OC)cc2)cs1
52	COC(=O)c1cccc(N(CC(=O)NC2CCCCC2)C(=O)CNC(=O)c2cccs2)c1

assay / compound	49	50	51	52
Wnt act	nt	nt	3	-1
C-LANA FP	-1.0	3.6	0.0	-1.2
OPRM1-OPRD1 ag	-0.8	-0.6	-1.7	0.2
V-ATPase pH	1	0	0	-3
Keap1-Nrf2 PPI	-3	-8	2	-3
Cardiac RTF inh	1	-5	-5	-4
Pemphigus Ab inh	107	104	107	101
OPRM1-OPRD1 inv	4	3	8	-2
cardiac RTF act	5	5	-4	2
Arrestin-AP2 inh	-8	-10	1	19
